Compound activity from PubChem BioAssay.
Large T inhibition – TAg ATPase/helicase activity blockers – biochemical (AID 1903); one-dose inhibition, % at 20 µM; IC50 in µM for titrated hits; 310,000 compounds, 0.39% hits; SV40 large T antigen ATPase/helicase inhibition assay; higher % means a stronger effect; in the data active = a potency from the dose series; inconclusive = inhibition mostly from about 32% at the one dose, without a potency; inactive = the rest, 99 in 100 with inhibition below about 32%; note: strong numbers were not always called active
GPR55 LPI antagonism – inhibition of LPI-stimulated GPR55 beta-arrestin translocation – imaging, U2OS, beta-arrestin-GFP, LPI agonist, primary screen (AID 2013); U2OS GPR55 beta-arrestin-GFP translocation imaging, LPI antagonism; higher % means a stronger effect; one-dose inhibition, % at 10 µM; IC50 in µM for titrated hits; 290,000 compounds, 0.13% hits;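 active = spots per cell inhibited over 60%, with over 100 cells counted and total cytoplasm intensity under 500,000; inconclusive = wells with under 100 cells, flagged as likely toxic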;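 note: U2OS cells stably carrying GPR55 and arrestin-GFP stimulated by 5 µM LPI near EC80; imaged beta-arrestin-GFP aggregate spots per cell after agonist stimulation; plate controls were LPI-stimulated DMSO wells for no effect and DMSO wells without LPI for full effect; some results filed as inactive read as strong as hits; confirmed hits need IC50 under 10 µM and bright autofluorescent wells are also inconclusive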
MgcRacGAP inhibition – MgcRacGAP GTPase-activating activity inhibitors, confirmation, biochemical, ADP Hunter fluorescence; AID 624330; MgcRacGAP-stimulated Rac1 GTP hydrolysis, ADP Hunter fluorescence; higher % means a stronger effect; GST-tagged Rac1 F28L mutant substrate; one-dose inhibition, % at 30 µM; IC50 in µM for titrated hits; 340,000 compounds, 0.6% hits;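 active = first-screen hits whose inhibition reached a set limit at any dose in the follow-up dose series; inconclusive = inhibition above the set first-screen limit but never retested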;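 note: fluorescence reports GDP produced by GAP-driven GTP hydrolysis; strong numbers were not always called active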
GPR35 antagonists – GPR35 antagonists blocking zaprinast-driven arrestin recruitment, primary screen, imaging, U2OS, beta-arrestin-GFP, zaprinast agonist (AID 2058); U2OS GPR35 beta-arrestin-GFP translocation imaging, zaprinast antagonism; higher % means a stronger effect; one-dose inhibition, % at 10 µM; IC50 in µM for titrated hits; 290,000 compounds, 0.052% hits;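 active = inhibition of at least 50% with at least 30 cells and total cytoplasm GFP at most 10,000,000; inconclusive = under 30 cells or total GFP of 10,000,000 plus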
HIV fusion peptide – cell-free HIV fusion peptide-binding blockers – biochemical, uHTS, fluorescence dequenching, primary screen (AID 1986); 290,000 compounds, 0.3% hits; one-dose inhibition, % at 20 µM; IC50 in µM for titrated hits; cell-free peptide binding, fluorescence dequenching, 30 min; higher % means a stronger effect; in the data active = inhibition mostly above about 52%, no sharp cut-off; inactive = mostly below about 76%; note: some results filed as inactive read as strong as hits
K1F lysis inhibition – protection from phage-mediated lysis, alamar blue read-out – E. coli UTI89, K1F phage, bacterial capsule biogenesis inhibitors (AID 488966); E. coli UTI89 K1F phage lysis, alamar blue, 2 h; higher % means a stronger effect; inhibition, % at 100 µM, or IC50 in µM where a hit was titrated; 340,000 compounds, 0.02% hits;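 active = phage lysis inhibition, versus mean bacterial control, above a set limit; inconclusive = no clear call, values can overlap the other calls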;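 note: capsule biogenesis inhibitors block K1F phage lysis so surviving cells raise fluorescence; higher fluorescence means more inhibition of phage lysis; actives were called in the ten point dose series up to 300 µM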
NS5 inhibitors – Dengue-2 NS5 methyltransferase inhibitors, primary screen, biochemical, confirmation dose response (AID 588689) | Dengue-2 NS5 methyltransferase capping enzyme assay, biochemical; higher % means a stronger effect | one-dose inhibition, % at 25 µM; IC50 in µM for titrated hits | 340,000 compounds, 0.3% hits; in the data active = a potency from the dose series; inconclusive = inhibition above about 29% without an active follow-up result
PhoP inhibition – inhibitors of PhoP regulon expression, primary screen, Salmonella Typhimurium, GFP reporter (AID 1863) | S. Typhimurium PhoP-regulated promoter GFP reporter, 4 h; higher % means a stronger effect | inhibition, % at 50 µM; hits with a dose series show IC50 in µM | 300,000 compounds, 0.16% hits;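 active = inhibition over 29.93%, a cutoff 3 SD above the screen mean, later confirmed by dose response; inconclusive = inhibition over 29.93% but no dose response follow-up; inactive = inhibition at most 29.93% or unconfirmed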;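 note: 0% = low Mg2+ inducing control and 100% = high Mg2+ repressing control; strong numbers were not always called active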
RSV CPE inhibition – inhibition of RSV-induced cytopathic effect – HEp-2 cells, primary 10 µM value included (AID 2391); HEp-2 cells, RSV-induced CPE inhibition; higher % means a stronger effect; one-dose CPE inhibition, % at 10 µM; IC50 in µM for titrated hits; 310,000 compounds, 0.13% hits; in the data active = a potency from the dose series; inconclusive = CPE inhibition mostly from about 23% at the one dose, without a potency; inactive = the rest, 99 in 100 with CPE inhibition below about 21%; note: strong numbers were not always called active
Active calls of the source: *; u = inconclusive; x = not tested or not shown; [ ] = another dose, or the depositor's remark.

SMILES	Large T inhibition	GPR55 LPI antagonism	MgcRacGAP inhibition	GPR35 antagonists	HIV fusion peptide	K1F lysis inhibition	NS5 inhibitors	PhoP inhibition	RSV CPE inhibition
CC(C)NC(=O)c1ccc(N2CCOCC2)nc1	-2%	-12%	6%	2%	0.7%	2.9%	-10%	3%	1.2%
CCOc1ccc(OCCOCCNCCOC)cc1	12%	-4%	13%	-2%	2.4%	0.2%[50 µM]	-6%	-13%	0.8%
CCOC(=O)c1ccc(NC(=S)N2CCN(CCN=CC3=C(O)CC(C)(C)CC3=O)CC2)cc1	14%	-1%	4%	-17%	-1.2%	0.0%	3%	1%	-0.3%
O=C(Nc1cccc([N+](=O)[O-])c1)C(=O)N1CCCCC1	0%	15%	5%	15%	-1.0%	0.2%	-9%	-10%	-0.1%
O=C(c1cccnc1NCc1ccccc1)N1CCOCC1	21%	0%	-3%	2%	2.8%	-0.1%	-6%	-3%	2.6%
COc1ccc(C(=O)N=c2nc3ccccn3s2)cc1	3%	-1%	-3%	1%	43%	0.5%	2%	-7%	0.2%
CC(C)OCC(O)CSc1ccccn1 (configuration not stated)	2%	8%	-2%	1%	-3.2%	4.8%	6%	1%	1.7%
Cn1c(CC(=O)Nc2ccccc2)n[nH]c1=S	26%	5%	1%	1%	-0.6%	0.2%	-4%	-6%	4.4%
CCC(NC(=O)c1ccccc1NC(=O)c1ccco1)C(=O)NC1CCCCC1 (configuration not stated)	-1%	-9%	7%	0%	-2.7%	0.6%	2%	-3%	-1.2%
O=C(O)/C=C/C(=O)Nc1ccc(-n2nccc2C(F)(F)F)cc1	23%	7%	2%	-3%	1.7%	-1.0%	-7%	-4%	x
Cc1ccc2nc(SCC(=O)NCc3cccs3)[nH]c2c1	-3%	-8%	8%	5%	-0.8%	0.0%	-12%	4%	-0.9%
Cc1ccc(Cc2cnc(NC(=O)/C(C#N)=C/c3ccc(-c4ccc([N+](=O)[O-])cc4)o3)s2)cc1	11%	13%	9%	-10%	2.8%	0.8%	3%	11%	8.5%
COC(=O)CSc1nnc(-c2ccc(S(=O)(=O)N3CCCCC3)cc2)o1	5%	9%	0%	-5%	-0.5%	0.1%	-7%	2%	1.0%
COc1ccc(/C=C2\CCC(C3CCCC3)C2=O)c(OC)c1OC (configuration not stated)	15%	4%	3%	-13%	-1.3%	0.5%	-7%	2%	4.2%
O=C(NCC1CCCO1)C1c2ccccc2Oc2ccccc21 (configuration not stated)	x	-12%	3%	-4%	1.0%	-1.1%	-5%	x	-0.6%
O=C1CC(N2CCN(c3ccccc3Cl)CC2)C(=O)N1c1ccc(F)cc1 (configuration not stated)	6%	6%	3%	1%	-0.3%	4.7%	-3%	-3%	2.5%
COc1ccc(NC(=O)CCN2C(=O)C3C4C=CC(C4)C3C2=O)cc1 (configuration not stated)	-2%	16%	0%	2%	-0.3%	0.5%	3%	6%	-0.8%
CC(C)(C)c1ccc(OCc2cnc(Cl)s2)cc1	2%	-2%	-8%	-15%	-0.4%	-2.1%	-12%	-8%	1.7%
C=CCOc1ccc(/C=N/NC(C)=O)cc1OCC	9%	-11%	8%	-9%	-0.4%	-0.4%	-4%	3%	0.6%
CCOc1cc(NC(=S)NCCCN2CCOCC2)c(OCC)cc1NC(=O)C1CC1	0%	7%	0%	22%	0.2%	-0.6%	-4%	-2%	3.0%
O=C(OCc1c(Cl)cccc1Cl)c1ccccn1	21%	12%	16%	1%	-0.6%	1.4%	1%	6%	1.2%
COc1ccc(NC(=O)COC(=O)c2cc(C)oc2C)cc1OC	x	x	-3%	x	x	1.2%[50 µM]	2%	x	1.8%
CN(C)C(=O)c1cccn(Cc2cccc(C(F)(F)F)c2)c1=O	7%	5%	1%	8%	-3.2%	-1.3%	-6%	-4%	0.1%
Cc1ccc2c(c1)cc(CN(Cc1ccco1)C(=O)COc1ccccc1)c1nnnn12	4%	-4%	8%	-4%	-2.7%	0.6%	-12%	7%	4.3%
O=C(NC12CC3CC(CC(C3)C1)C2)N(Cc1ccccc1)Cc1ccncc1	2%	-13%	-14%	-12%	0.5%	-0.4%	-2%	-3%	-1.3%
SMILES	Large T inhibition	GPR55 LPI antagonism	MgcRacGAP inhibition	GPR35 antagonists	HIV fusion peptide	K1F lysis inhibition	NS5 inhibitors	PhoP inhibition	RSV CPE inhibition
Cc1ccc(C(=O)OCC(=O)N(CCc2ccccc2)Cc2ccccc2)cc1S(=O)(=O)N1CCOCC1	6%	x	-1%	x	x	0.2%[50 µM]	-3%	2%	8.8%
O=C(CSc1nc2ncc(Cl)cc2[nH]1)NCCc1ccc(F)cc1	8%	-13%	14%	-6%	0.9%	0.0%	-6%	-3%	0.8%
COC(=O)c1ccc(N2C(=O)CC(NCc3ccccc3)C2=O)cc1 (configuration not stated)	6%	17%	4%	-4%	-0.9%	3.4%	-7%	9%	0.0%
CC(C)CCNC(=S)Nc1ccc(Br)cc1	4%	1%	7%	8%	1.0%	0.8%[50 µM]	-3%	5%	0.4%
COc1cccc(CNC(=O)CCCC(=O)NC(C)CCc2ccccc2)c1 (configuration not stated)	-1%	-21%	3%	-9%	-0.2%	1.5%	x	-6%	1.0%
CCOC(=O)C1CCN(C(=S)NC2CCCC2)CC1	-17%	7%	8%	15%	1.3%	0.0%	-8%	-2%	1.3%
COc1ccc(C(=O)Nc2ccc(C3(C#N)CCCC3)cc2)cc1OC	5%	4%	12%	-8%	-2.4%	-1.9%	-4%	-3%	5.6%
CCn1c(C(=O)N2CCCC(C(=O)O)C2)cc2sccc21 (configuration not stated)	2%	-2%	10%	-5%	0.4%	-0.3%	0%	-2%	2.1%
CCOc1ccc(C2C(C#N)=C(N)N(c3sc4c(c3C#N)CCCC4)C3=C2C(=O)CCC3)cc1 (configuration not stated)	24%	24%	7%	-14%	-0.2%	0.3%	-12%	12%	8.7%
c1ccc(-c2ccccc2OCCCCN2CCCCC2)cc1	7%	26%	29%	0%	0.4%	1.7%[50 µM]	-2%	14%	0.2%
Cc1nnsc1-c1c(C(=O)N2CCOCC2)c(C)nn1-c1ccc(Cl)cc1	2%	-8%	-4%	-4%	-0.6%	-0.8%	-16%	-4%	1.4%
Cc1noc(C)c1CSc1nnc(-c2ccccc2F)n1CCc1ccccc1	9%	-2%	3%	6%	7.2%	0.0%	-9%	4%	1.2%
COc1ccc(NC(=O)Cn2c(-c3ccc(OC)cc3)cn(-c3ccc(C)cc3)c2=O)cc1	10%	-10%	5%	1%	-3.1%	0.5%	-36%	12%	1.1%
Cc1[nH]n(-c2ccc(Br)cc2)c(=O)c1C=Nc1ccc(S(=O)(=O)Nc2nccs2)cc1	2%	12%	5%	-9%	30%	0.6%[50 µM]	1%	-3%	2.0%
Cn1cnnc1Sc1ccc(CN2CCN(C3CCCC3)C(CCO)C2)o1 (configuration not stated)	4%	-2%	11%	4%	0.7%	0.0%	4%	-7%	-0.9%
CC(OC(=O)Cc1n[nH]c(=O)c2ccccc12)C(=O)Nc1ccc(F)cc1Cl (configuration not stated)	16%	x	1%	x	x	1.1%[50 µM]	-4%	-1%	1.9%
O=C(OCC(=O)N1CCc2ccccc21)[C@@H]1CCCN1S(=O)(=O)c1ccccc1F	x	x	-3%	x	x	0.2%[50 µM]	-9%	x	3.0%
O=C(Oc1ccc(-c2cnc3ccccc3n2)cc1)c1cc([N+](=O)[O-])ccc1Cl	7%	-14%	22%	6%	-2.7%	0.1%	-5%	-35%	7.0%
Cc1c(Cl)cccc1NC(=O)Cn1nnc(C(=O)NCc2cccs2)c1N	11%	-4%	10%	2%	-2.0%	0.2%	-11%	-1%	1.1%
O=C1Nc2ccccc2C1=Nc1ccc(S(=O)(=O)Nc2nccs2)cc1	12%	9%	17%	2%	-0.3%	0.2%	18%	3%	2.1%
CC1(C)Cc2c(c(-c3ccco3)nc3n[nH]c(N)c23)CO1	19%	-22%	10%	17%	-1.8%	0.6%	0%	6%	-0.4%
COC(=O)c1[nH]c2ccc(Br)cc2c1NC(=O)Oc1ccccc1	55%	17%	u	7%	-0.6%	0.1%	-4%	1%	3.1%
O=C(CSc1nn(-c2ccc(F)cc2)c(=S)s1)NC1CCS(=O)(=O)C1 (configuration not stated)	7%	6%	0%	-11%	0.5%	1.1%	-7%	10%	-0.1%
CCC(C)(C)NC(=O)C(c1ccccn1)N(C(=O)c1csnn1)c1ccc(C)cc1 (configuration not stated)	x	8%	5%	12%	-1.3%	-0.1%	-4%	x	-0.2%
Cc1nn(CCO)c(C)c1Oc1ccccc1O	5%	2%	14%	11%	168%	1.7%	-9%	-7%	0.9%
SMILES	Large T inhibition	GPR55 LPI antagonism	MgcRacGAP inhibition	GPR35 antagonists	HIV fusion peptide	K1F lysis inhibition	NS5 inhibitors	PhoP inhibition	RSV CPE inhibition
Cc1ccccc1N(CC(=O)N1CCCCCC1)S(C)(=O)=O	8%	-1%	15%	18%	-2.4%	1.4%	x	-1%	-0.3%
CC(C)NC(=O)COC(=O)c1cc(Br)ccc1Cl	0%	10%	12%	22%	-1.2%	1.3%[50 µM]	-6%	8%	1.4%
O=c1c2ccccc2nc(SCc2cn3ccsc3n2)n1-c1ccccc1	4%	-6%	5%	8%	2.0%	0.7%	-2%	-6%	6.2%
OCc1nc2ccccc2n1Cc1c(F)cccc1Cl	9%	2%	9%	10%	-1.0%	0.1%	3%	-1%	1.9%
Brc1ccccc1-c1nnc(CSc2nnnn2-c2ccccc2)o1	-2%	9%	2%	13%	-2.1%	-0.1%[50 µM]	-3%	3%	18%
CCCCn1c(-c2cccc(F)c2)nc2c1c(=O)[nH]c(=O)n2CC(C)C	-1%	5%	3%	17%	-0.9%	0.4%	3%	6%	0.6%
CCOC(=O)c1cc(-c2ccncc2)nc2c1c(C)nn2-c1ccccn1	9%	x	13%	x	x	-0.1%	-11%	2%	1.3%
C/C(CC(=O)NC12CC3CC(CC(C3)C1)C2)=N\NC(=O)c1cnccn1	3%	-6%	0%	-3%	2.3%	0.8%	-1%	-11%	2.9%
Clc1ccc(-c2noc(CN3CCOCC3)n2)cc1	9%	7%	x	-13%	-1.2%	x	x	-10%	2.3%

The order is random. About 1.5% of those tested had a hit in this group.
